Screening results as filed in PubChem.
GPT2 inh: Primary qHTS assay for inhibitors of Glutamate pyruvate transaminase 2 (GPT2). Potency, µM (highest dose often 57.7 µM), for the others: at the top dose activity change, negative = inhibition, actives largely listed as inhibitors. actives 0.25% (n = 100,000). Alanine aminotransferase 2 (Homo sapiens), Q8TD30. Recombinant GPT2, coupled pyruvate oxidase/HRP Amplex Red fluorescence; note: potency is the fitted concentration of half-maximal effect; nearly all actives have a fitted effect of over 60% in size; many of its hits are not listed in these tables
Target sequence (Q8TD30 whole entry, looked up): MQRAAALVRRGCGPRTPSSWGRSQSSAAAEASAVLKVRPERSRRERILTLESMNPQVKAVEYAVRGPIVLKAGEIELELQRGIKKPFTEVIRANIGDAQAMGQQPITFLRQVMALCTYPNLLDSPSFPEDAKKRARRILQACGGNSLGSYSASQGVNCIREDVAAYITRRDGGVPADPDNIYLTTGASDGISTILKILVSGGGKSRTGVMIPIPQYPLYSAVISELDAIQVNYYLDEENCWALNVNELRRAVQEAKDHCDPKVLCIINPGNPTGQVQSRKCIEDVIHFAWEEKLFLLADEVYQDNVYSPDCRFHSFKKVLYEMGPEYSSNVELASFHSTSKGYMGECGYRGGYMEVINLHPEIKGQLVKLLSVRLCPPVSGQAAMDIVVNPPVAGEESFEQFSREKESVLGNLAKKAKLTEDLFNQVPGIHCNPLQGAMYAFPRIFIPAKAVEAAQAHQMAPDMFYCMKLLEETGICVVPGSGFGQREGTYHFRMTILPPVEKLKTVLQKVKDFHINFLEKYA
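GPT2 10ng/uL, a-KG 250uM, L-Ala 2mM, HEPES pH7.5 + 0.0001% Tween; 30 min RT. Then Amplex mix (PO/HRP/ThPP), 30 min RT dark, fluorescence. AOA 50uM used as positive control.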
IP6K1 inh: Primary qHTS assay for small molecule inhibitors of Inositol hexaphosphate kinase 1 (IP6K1). actives 0.81% (n = 140,000). activity change, % (series mostly up to about 58 µM). IP6K1 kinase, ADP-Glo luminescence, 2 h; stronger effect = lower value; in the data active = activity change below about -25%
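ADP-Glo luminescence measures ADP made by human IP6K1 during a 2 h RT reaction with ATP/IP6 (mix at 1.3 mM/130 uM); top library doses 57.5 and 19.1 uM final.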
SNCA expr inhib: Primary qHTS assay for inhibitors of alpha-synuclein gene (SNCA) expression; actives 0.17% (n = 140,000); HEK-293 SNCA-luciferase knock-in, luminescence, 24 h; Potency, µM (doses to about 57.2 µM), for inactives: top-dose activity change, negative = inhibition, usual class: inhibitors;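 note: potency is the fitted concentration of half-maximal effect; plate controls were DMSO cells for no effect and cell-free wells for full effect; nearly all actives have a fitted effect of over 45% in size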
FLuc inh: Firefly luciferase inhibition profiling of diverse chemical library using quantitative high-throughput screening. Luciferin 4-monooxygenase (Photinus pyralis), P08659. purified P. pyralis luciferase, luminescence, biochemical. Potency, µM (top dose mostly 115 µM), for inactives: at the highest dose activity change, negative = inhibition, actives largely listed as inhibitors. actives 2.5% (n = 76,000). AID 1347043, 2019; note: potency is the fitted concentration of half-maximal effect; nearly all actives have a fitted effect of over 65% in size
Target sequence (P08659 whole entry, looked up): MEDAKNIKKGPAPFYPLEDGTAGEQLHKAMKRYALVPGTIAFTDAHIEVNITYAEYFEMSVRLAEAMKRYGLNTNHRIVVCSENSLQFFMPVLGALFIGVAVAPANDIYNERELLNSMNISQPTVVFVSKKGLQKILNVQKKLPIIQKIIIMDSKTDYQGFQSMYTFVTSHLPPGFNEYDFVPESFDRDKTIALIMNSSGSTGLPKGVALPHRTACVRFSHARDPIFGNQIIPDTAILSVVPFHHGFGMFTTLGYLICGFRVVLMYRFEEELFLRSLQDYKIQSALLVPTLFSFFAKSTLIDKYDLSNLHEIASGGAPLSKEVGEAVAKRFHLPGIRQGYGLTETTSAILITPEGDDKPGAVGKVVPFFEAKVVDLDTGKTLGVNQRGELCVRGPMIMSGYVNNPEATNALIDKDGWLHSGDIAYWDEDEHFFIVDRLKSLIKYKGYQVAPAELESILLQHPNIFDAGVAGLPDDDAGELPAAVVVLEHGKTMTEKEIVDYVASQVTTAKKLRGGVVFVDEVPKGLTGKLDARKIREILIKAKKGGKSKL
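Biochemical qHTS: compound (6-point titration) added to 10uM D-luciferin plus 10uM ATP in Tris acetate pH 7.5 buffer with Mg, Tween-20 and BSA, then purified enzyme at 10nM; light output imaged.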
3T3 cytotox: Cytotoxic Profiling in NIH 3T3 Cell Line of Diverse Libraries Using Quantitative High-Throughput Screening; actives 4.3% (n = 94,000); NIH 3T3 viability, CellTiter-Glo ATP luminescence, 48-72 h; Potency, µM (titrated, usually from 96.7 µM), for the others: at the top dose activity change, negative = cytotoxicity, most hits filed as inhibitors; note: potency is the fitted concentration of half-maximal effect; nearly all actives have a fitted effect of over 55% in size
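Mouse fibroblast NIH 3T3 cells, 400 per well, received compound via pintool and were incubated for 48 or 72 hr prior to CellTiter-Glo ATP luminescence measurement.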
SNCA viab count: GF-AFC viability counterscreen for inhibitors of alpha-synuclein gene (SNCA) expression. HEK-293-SNCA-luc viability, GF-AFC fluorescence, 24 h. Potency, µM (highest dose often 57.1 µM), for the others: at the top dose activity change, negative = cytotoxicity, most hits filed as cytotoxic. actives 0.12% (n = 150,000). AID 1671193, 2021;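 note: potency is the fitted concentration of half-maximal effect; 0% = DMSO-treated cells and -100% = medium-only wells without cells; nearly all actives have a fitted effect of over 30% in size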
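HEK-293-SNCA-luc cells (1500/well) plated 24 h, then exposed 24 h to a dilution series; GF-AFC added 30 min at 37C, fluorescence 405/540 nm; normalised to medium-only and DMSO wells, Hill fit.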
HEK cytotox: Cytotoxic Profiling in HEK 293 Cell Line of Diverse Libraries Using Quantitative High-Throughput Screening; actives 6.6% (n = 94,000); HEK 293 viability, ATP luminescence (CellTiter-Glo), 48-72 h; Potency, µM (doses to about 115 µM), without a hit: top-dose activity change, negative = cytotoxicity, actives largely listed as inhibitors; AID 1345083, 2018; note: potency is the fitted concentration of half-maximal effect; nearly all actives have a fitted effect of over 60% in size
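Cytotoxicity was scored by loss of ATP-coupled luminescence (CellTiter-Glo) in HEK 293 cells. Compound treatment ran 48 or 72 hr at 37 degree Celsius, 5% CO2, 95% humidity.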
Numbers without * were called inactive; i = inactive; ? = inconclusive; nt = no result given; [ ] = another dose, or the depositor's remark. Unless noted, calls come from the whole dose curve; as a rule, active = well fitted curve in the direction sought with a large enough effect; inconclusive = small, poorly fitted or top-dose-only effect, or another doubt; inactive = no such curve, though single readings can be large; an effect the other way counts as inactive or inconclusive. Unless noted, % is set by controls: 0 for no effect and ±100 for the full control effect. An excerpt, so the mix of outcomes need not match the whole.

SMILES | GPT2 inh | IP6K1 inh | SNCA expr inhib | FLuc inh | 3T3 cytotox | SNCA viab count | HEK cytotox
c1ccc(CCc2noc(-c3ccc(NCCN4CCCC4)nc3)n2)cc1 | ? | 16 | 85%[activator] | ? | ? | 9% | ?
O=S(=O)(c1ccc(Br)cc1)c1nnn2c1nc(NCc1cccs1)c1sccc12 | nt | 7 | ? | nt | nt | -1% | nt
Nc1nc(SCC(=O)Nc2cccc(C(F)(F)F)c2)n[nH]1 | nt | -12 | -8% | nt | nt | -4% | nt
Cc1oc2ncn(CC(C)C)c(=O)c2c1C(=O)Nc1cccc(C(F)(F)F)c1 | nt | 5 | 21% | nt | nt | 27% | nt
COCCNC(=O)C(NC(=O)c1ccccc1Cl)C1CCN(C(=O)C2CCCC2)CC1 (stereo not given) | -4% | 7 | ? | 0% | -8% | 0% | ?
COCCNC(=O)[C@H]1C[C@H](Oc2ccccc2)CN1Cc1cccc(C)c1 | 2% | 26 | 12% | 15% | -24% | -5% | 13µM*
CCn1c2ccccc2c2nnc(SCCN3CCCCC3)nc21 | nt | 21 | 47%[activator] | nt | nt | -23% | nt
Cc1cccc(-c2noc(CN(C(=O)c3ccccc3Cl)C(C)C)n2)c1 | nt | -10 | -8% | nt | nt | -6% | nt
CCOC(=O)COc1ccc2c(C)c(CCN(CC)CC)c(=O)oc2c1Cl | i | -6 | -34%[25.6 µM] | nt | nt | -4%[23.9 µM] | nt
COCCOc1ccc(-c2ccnc(OC)c2C#N)cc1 | i | -13 | 34%[activator] | ? | ? | -10% | ?
CCOc1ccc(NC(=O)CN2CCCN(Cc3cc(C)ccc3C)S2(=O)=O)cc1 | nt | -12 | -5% | nt | nt | 4% | nt
CS(=O)(=O)N[C@H]1CCN2C(=O)c3cc(Br)ccc3NC(=O)[C@@H]2C1 | 2%[88.5 µM] | -8 | -1%[87.6 µM] | 3%[172 µM] | -13%[174 µM] | 0%[87.6 µM] | -8%[172 µM]
O=C(CSCc1cnn(-c2ccccc2)c1-n1cccc1)NCc1ccc(Cl)cc1 | nt | -12 | -12% | nt | nt | 6% | nt
CN1CCN(c2ccc3ncc(Nc4ccccc4F)n3n2)CC1 | ? | -5 | -20%[87.6 µM] | 11%[172 µM] | ? | -13%[87.6 µM] | 112µM*
O=C(NCc1ccco1)N1CCCC2(C1)Nc1cccnc1NC2=NCc1ccccc1 (stereo not given) | ? | 1 | -1% | 9% | -19% | 0% | -23%
N#Cc1cccc(-c2ccnc(N[C@H]3CO[C@H]4[C@@H]3OC[C@@H]4NC(=O)c3ccc(C(F)(F)F)cc3)n2)c1 | -6% | 4 | 2% | -1% | -9% | -7% | 1%
O=C(Nc1cccnc1)c1nc2c(o1)CCN(Cc1ccc(F)cc1F)CC2 | 3%[88.5 µM] | -3 | 17%[87.6 µM] | -8%[172 µM] | ? | -5%[87.6 µM] | ?
Cc1nnc(N2CCN(c3cccc(C(F)(F)F)c3)CC2)c2c1nnn2Cc1ccccc1 | nt | 17 | 7% | nt | nt | 2% | nt
O=C(c1cc(-c2cc(Cl)cc(Cl)c2)c2cccn2n1)N1CCN(Cc2ccccc2)CC1 | i | 11 | 7% | nt | ? | 10% | ?
COC(=O)c1cc2sccc2n1Cc1ccccc1 | nt | -23 | 20% | nt | nt | 6% | nt
N#C/C(=C\c1ccc(-c2ccc(Cl)c(C(=O)O)c2)o1)c1nc2ccccc2[nH]1 | nt | -1 | 24% | nt | nt | 17% | nt
CCc1ccccc1-n1c(SCC(=O)Nc2ccc(C)cc2)nc2n[nH]c(C)c2c1=N | nt | -7 | ? | nt | nt | ? | nt
Cc1cccc(-n2c(=O)c3c(c4cc(C)ccc4n3C)n(CC(=O)Nc3ccc(C)cc3C)c2=O)c1 | nt | 18 | ? | nt | nt | -5% | nt
CNC(=O)C1(N2CCC[C@H]2C(=O)NC2CCOCC2)CCOCC1 | -12%[88.5 µM] | -4 | 8%[87.6 µM] | 0%[172 µM] | 1%[174 µM] | -3%[87.6 µM] | 3%[172 µM]

Just SNCA expr inhib, for three of the compounds above:
compound | SNCA expr inhib
O=C(CSCc1cnn(-c2ccccc2)c1-n1cccc1)NCc1ccc(Cl)cc1 | -12%
COC(=O)c1cc2sccc2n1Cc1ccccc1 | 20%
N#Cc1cccc(-c2ccnc(N[C@H]3CO[C@H]4[C@@H]3OC[C@@H]4NC(=O)c3ccc(C(F)(F)F)cc3)n2)c1 | 2%

(cont.)
SMILES | GPT2 inh | IP6K1 inh | SNCA expr inhib | FLuc inh | 3T3 cytotox | SNCA viab count | HEK cytotox
Cc1cnc(C(=O)N[C@@H]2CCC[C@@H]2C(=O)NCc2cccc(F)c2)cn1 | 1% | 11 | 18% | -3% | -9% | -1% | -3%
CCc1noc(-c2ccn3c(CNC(=O)CCc4ccc(OC)cc4)nnc3c2)n1 | i | 13 | 4% | 1% | -9% | 3% | 3%
COC(=O)[C@@H]1Cc2ncn(C)c2CN1S(=O)(=O)c1ccc(C#N)cc1 | -35%[88.5 µM] | -2 | -2%[87.6 µM] | -4%[172 µM] | 1%[174 µM] | 1%[87.6 µM] | i
O=C(c1ccc(F)cc1)N1CCn2c(nn(-c3ccc(F)cc3)c2=O)C1 | i | 0 | 29% | -4% | -25% | -7% | -3%
COc1ccc(NC(=O)Cn2c(=O)n(CCc3ccccc3)c(=O)c3sc4ccccc4c32)cc1 | nt | 1 | 138%[activator] | nt | nt | -4% | nt
CC(C)OCCCNC(=O)c1cc2cn(C(C)C)cc2s1 | ? | 7 | 2% | -6% | -12% | -3% | -18%
Cc1ccc(C2NC(=O)N(CC(=O)NC3CCCCC3)C3=C2C(=O)OC3)cc1 (stereo not given) | 4% | 6 | ? | 10% | -6% | -12% | ?
Cc1ccc([S+](=O)([O-])NCCNC(=O)c2ccc(-c3cncnc3)cc2)cc1 | nt | -2 | nt | nt | -28% | nt | -28%
COc1cccc(NC(=O)N(Cc2cn(C)c3ccccc23)C2CCCCC2)c1 | nt | 0 | -2% | nt | nt | 1% | nt
CC(C)CCC(=O)N1CC[C@@H](NC(=O)c2cccnc2)[C@@H](CO)C1 | 5% | -6 | -3% | nt | ? | -1% | -22%
O=C(O)C1(Oc2ccc(Cl)cc2)CCN(c2cnccn2)CC1 | -3% | -5 | -23% | 8% | -21% | 2% | 1%
CCNC(=O)CCc1c(C)nn(-c2ccccc2)c1Oc1ccc(F)cc1F | i | -10 | -14% | -5% | ? | -9% | ?
Cc1ccc(NC(=O)CSc2nc3ncccc3[nH]2)cc1F | nt | 46 | 58%[activator] | nt | nt | 8% | nt
CCCNC(=O)C1CCC(Cn2c(=O)c3sccc3n(Cc3cccc(OC)c3)c2=O)CC1 (stereo not given) | nt | -11 | -8% | nt | nt | -18% | nt
NC(=O)[C@H](Cc1ccccc1)NCc1cc(=O)c2cc(F)ccc2[nH]1 | 1% | 7 | -30% | 3% | -16% | -4% | -5%
Cc1cccc(N2CCN(C(=O)CN3C(=O)COc4ccc(S(=O)(=O)N5CCCCCC5)cc43)CC2)c1C | nt | -11 | ? | nt | nt | -3% | nt
COc1ccc(OC)c(CCNC(=O)Cn2ncc3c([nH]c4ccccc43)c2=O)c1 | nt | 9 | 5% | nt | nt | -4% | nt
Fc1ccc(-c2noc([C@@H]3Cc4nc[nH]c4CN3Cc3cc4ccccc4o3)n2)cc1Cl | 4% | 12 | 56%[activator] | ? | ? | 8% | ?
O=C(c1ccc(Cl)cc1)N1CC2(CCN(CC3CC3)CC2)Cc2ccccc21 | -7% | 7 | ? | nt | ? | ? | ?
Cc1cccc(C)c1NC(=O)Cn1nnc(C(=O)Nc2c(C)cccc2C)c1N | nt | 19 | 29% | nt | nt | 4% | nt
CC(C)c1nc2c(c(-c3ccc(Cl)cc3)n1)CN(C(=O)c1cccc(Cl)c1)CC2 | i | -13 | ? | nt | ? | ? | ?
CN1CCC2(C1)CN(Cc1ccccc1)c1ccc(C(=O)NCCc3ccccn3)cc12 (stereo not given) | 1%[88.5 µM] | -7 | 4%[87.6 µM] | 3%[172 µM] | ? | 5%[87.6 µM] | ?
COc1cc(-c2onc(C)c2C(=O)NCCCc2ccccc2)cc(OC)c1OC | i | -11 | 1% | 3% | ? | 2% | ?
CN(C)C[C@@H]1CN(S(C)(=O)=O)C[C@H]1NC(=O)c1ccccc1C(F)(F)F | -6% | 2 | 7% | 0% | -9% | 0% | -24%
O=C(Nc1cccc(-c2nc3ccccc3o2)c1)c1cc([N+](=O)[O-])ccc1N1CCOCC1 | nt | 7 | 35%[activator] | nt | nt | -5% | nt
CCOC(=O)c1ccccc1NC(=O)Cn1c(=O)n(-c2ccc(CC)cc2)c(=O)c2c(C)c(C(=O)N(C)C)sc21 | nt | -8 | -22% | nt | nt | 4% | nt
NC(=O)c1cccc2[nH]c([C@H]3CCN(Cc4ccccn4)C3)nc12 | -20%[88.5 µM] | 14 | -22%[87.6 µM] | 7%[172 µM] | ? | -5%[87.6 µM] | ?
CCOc1ccc(C(=O)Nc2ccc(-c3nnc4n3CCCC4)cc2)cc1 | i | 29 | 1% | -17% | -24% | -6% | ?
CCN1c2cc(C(=O)Nc3cc(F)cc(F)c3)ccc2C(=O)N2CCCCCC21 (stereo not given) | i | -2 | -10% | -18% | ? | 6%[12.5 µM] | ?
O=C(Cc1cccc(F)c1)N1C[C@@H](CO)[C@H](c2nc(C3CC3)no2)C1 | i | 11 | 9% | 4% | -18% | ? | -9%
CCc1ccc(NC(=O)N(Cc2c[nH]c3ccccc23)C2CCCCC2)cc1 | nt | 9 | 96%[activator] | nt | nt | 8% | nt
CNC(=O)c1noc(CN2CCCC(CCc3ccccc3C(F)(F)F)C2)n1 (stereo not given) | i[11.5 µM] | 25 | -10% | -1% | ? | -10% | ?
Cc1cc(C)n(Cc2ccc(-c3nc(C)no3)cc2)n1 | -10%[11.5 µM] | 49 | 5% | 8% | -18% | 5% | -20%
C[C@H]1CCCN1C(=O)c1nnc(COc2ccccc2)n1-c1ccccc1 | -16%[88.5 µM] | 7 | 6%[87.6 µM] | 0%[172 µM] | 89µM* | -4%[87.6 µM] | ?
COc1cccc(C(=O)N2CCCC(C(=O)N3CCC(c4ccccc4)CC3)C2)c1 (stereo not given) | i | -6 | -8% | nt | -23% | -1% | ?
CCc1ccc(C(=O)c2cnc3ccc(F)cc3c2S(=O)(=O)c2ccccc2)cc1 | nt | 10 | -29% | nt | nt | -6% | nt
